# Assay outcomes as filed in PubChem.
# SENP1 FRET inh: inhibitors of human SENP1 SUMO protease catalytic domain. 360,000 compounds, 0.21% hits. Q9P0U3. inhibition, % at 10 µM. recombinant SENP1 catalytic domain, CyPet-SUMO1-YPet FRET cleavage. AID 624204;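 active = inhibition at least 30% at 10 µM, raw YFP signal under a set limit, fluorescence ratio 0.5 to 1.5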;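 note: 0% = enzyme with DMSO and 100% = no enzyme wells; some results filed as inactive read as strong as hits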
# Target sequence (Q9P0U3 419-644 limits assumed): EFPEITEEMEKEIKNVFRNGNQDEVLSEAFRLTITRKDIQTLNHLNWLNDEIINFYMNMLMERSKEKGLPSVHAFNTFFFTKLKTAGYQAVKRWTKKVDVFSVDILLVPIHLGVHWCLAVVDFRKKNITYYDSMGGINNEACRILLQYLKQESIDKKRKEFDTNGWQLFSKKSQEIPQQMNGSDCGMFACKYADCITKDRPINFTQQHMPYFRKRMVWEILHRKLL
#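 material = recombinant human SENP1 catalytic domain, His6-tagged | quantity = 20 pM enzyme | reagent = 25 nM SUMO1 FRET substrate | compound dosing = 10 µM single point, 0.5% DMSO | timing = 50 min enzyme reaction, room temperature, light-protected | detection = FRET, CFP and YFP emission | control set = no-enzyme low, enzyme-DMSO high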
# SENP8 block: SENP8 (human) protease inhibition; recombinant SENP8, Nedd8 substrate fluorescence; inhibition, % at 20 µM; 360,000 compounds, 0.64% hits; AID 602440; in the data active = inhibition mostly above about 40%, no sharp cut-off; inactive = mostly below about 27%
# The depositor's hits bear a star. This is a subset; count on the stated rates, not on these rows.
no. | mol | SENP1 FRET inh | SENP8 block
1 | COc1cc([C@@H]2Oc3cc(C4Oc5cc(O)cc(O)c5C(=O)[C@H]4O)ccc3O[C@H]2CO)ccc1O (stereo partly drawn) | -1 | -3
2 | Cc1cncn1CCc1nc2c3ccccc3nc(SCC(=O)Nc3cccc(Cl)c3)n2n1 | 1 | 6
3 | O=c1oc2c(O)c(O)cc3c(=O)oc4c(O)c(O)cc1c4c23 | 23 | 8
4 | Oc1ccc2c(c1)OCC1(O)Cc3cc(O)c(O)cc3C21 (stereo not drawn) | 31* | -2
5 | C=CC[n+]1ccc(/C=C2\C=Cc3cc(C)ccc3N2CC)c2ccccc21 | -2 | 32
6 | CC1(C)C2CC[C@]3(C)[C@H](C(=O)C=C4[C@@H]5C[C@@](C)(C(=O)O)CC[C@]5(C)CC[C@]43C)[C@@]2(C)CC[C@@H]1O[C@H]1O[C@H](C(=O)O)[C@@H](O)[C@H](O)[C@H]1O[C@@H]1O[C@H](C(=O)O)[C@@H](O)[C@H](O)[C@H]1O (stereo partly drawn) | 1 | 9

# 3 records drawn at random from the list so far, as already listed:
no. | mol | SENP1 FRET inh | SENP8 block
4 | Oc1ccc2c(c1)OCC1(O)Cc3cc(O)c(O)cc3C21 (stereo not drawn) | 31* | -2
2 | Cc1cncn1CCc1nc2c3ccccc3nc(SCC(=O)Nc3cccc(Cl)c3)n2n1 | 1 | 6
3 | O=c1oc2c(O)c(O)cc3c(=O)oc4c(O)c(O)cc1c4c23 | 23 | 8
